KCNK9 block – KCNK9 potassium channel inhibitors, primary screen, HEK293 cells, thallium flux; FluxOR thallium flux fluorescence; stronger effect = lower value; B-score at 10 µM; 1.2% of 310,000 active; AID 488922, 2010;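 active means ratio B-score over 3 SD below the library mean, with starting fluorescence within 5 SD of its mean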;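 further: negative B-score means less thallium flux so channel inhibition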
KCNK3 inh – human KCNK3 channel inhibitors, primary screen, CHO cells, FluxOR thallium flux, B-score | FluxOR fluorescence; stronger effect = lower value | Potassium channel subfamily K member 3 (Homo sapiens), O14649 | 0.84% of 340,000 active | B-score at 10 µM;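 active means B-score under library mean minus 4 SD, starting fluorescence ratio at most library mean plus 5 SD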;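 further: more negative B-score means stronger inhibition of thallium flux through KCNK3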
Target sequence (O14649 whole entry, looked up): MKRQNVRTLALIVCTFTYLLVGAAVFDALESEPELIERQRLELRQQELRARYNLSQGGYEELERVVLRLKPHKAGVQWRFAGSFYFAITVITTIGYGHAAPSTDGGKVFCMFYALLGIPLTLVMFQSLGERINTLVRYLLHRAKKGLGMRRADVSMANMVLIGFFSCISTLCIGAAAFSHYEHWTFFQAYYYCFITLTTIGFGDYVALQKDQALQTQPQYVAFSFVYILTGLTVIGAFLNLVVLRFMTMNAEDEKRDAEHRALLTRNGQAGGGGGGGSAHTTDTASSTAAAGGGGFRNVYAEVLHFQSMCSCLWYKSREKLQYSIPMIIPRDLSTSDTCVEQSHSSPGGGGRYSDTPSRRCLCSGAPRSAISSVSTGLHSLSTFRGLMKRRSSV
KCNQ1 act – potentiators or activators of KCNQ1 channel, primary screen, cell-based, thallium flux, high-throughput; B-score at 10 µM; CHO-K1 KCNQ1, thallium flux FluxOR fluorescence; stronger effect = higher value; AID 2648, 2010; 0.35% of 310,000 active;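 active means fluorescence ratio B-score, a plate-corrected score, at least three library SD, with initial intensity B-score within 5 SD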
Target sequence (P51787 whole entry, looked up): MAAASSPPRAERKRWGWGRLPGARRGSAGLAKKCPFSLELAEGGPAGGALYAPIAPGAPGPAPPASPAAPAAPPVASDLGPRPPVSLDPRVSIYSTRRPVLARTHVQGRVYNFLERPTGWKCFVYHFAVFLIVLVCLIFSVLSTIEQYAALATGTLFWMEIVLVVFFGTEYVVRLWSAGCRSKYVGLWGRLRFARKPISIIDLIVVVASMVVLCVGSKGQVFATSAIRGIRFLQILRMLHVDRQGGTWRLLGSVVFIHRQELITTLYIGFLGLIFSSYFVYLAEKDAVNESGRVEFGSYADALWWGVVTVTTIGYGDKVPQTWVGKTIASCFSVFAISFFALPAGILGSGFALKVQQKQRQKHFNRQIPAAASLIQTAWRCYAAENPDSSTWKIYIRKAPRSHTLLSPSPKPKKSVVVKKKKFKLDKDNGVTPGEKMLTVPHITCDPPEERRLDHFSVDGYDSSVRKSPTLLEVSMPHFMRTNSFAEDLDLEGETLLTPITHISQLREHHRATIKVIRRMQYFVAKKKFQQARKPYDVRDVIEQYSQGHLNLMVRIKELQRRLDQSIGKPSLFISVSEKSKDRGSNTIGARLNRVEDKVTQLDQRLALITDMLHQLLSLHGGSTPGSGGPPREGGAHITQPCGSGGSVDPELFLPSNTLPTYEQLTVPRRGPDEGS
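Material: CHO-K1 cells stably expressing KCNQ1. Medium: assay buffer for compound exposure, DMSO matched across wells. Reagent: K+/Tl+ depolarizing stimulus. Compound dosing: single-concentration screen. Times: 37 °C overnight plating, 90-min dark dye load, 20-min compound pretreatment. Technique: FluxOR Tl+ flux fluorescence.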
RGS4 inh – RGS4 inhibitors, primary screen, cell-based, HEK293 M3R inducible RGS4, calcium flux | B-score at 10 µM | Regulator of G-protein signaling 4 (Homo sapiens), P49798 | Fluo-4 calcium flux; stronger effect = higher value; triggered by carbachol at its EC20 | 0.45% of 310,000 active;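 active means B-score, a plate-corrected calcium signal, over three deviations above library mean, with baseline fluorescence within five deviations of library mean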;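 further: RGS4 expression induced by doxycycline in cells with stable M3 receptor; B-score is computed from the integrated fluorescence ratio over baseline after carbachol; higher B-score means a larger calcium signal and so more RGS4 inhibition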
HDAC3 inh – HDAC3 deacetylase inhibitors, primary screen, biochemical, fluorescence, cell-free homogeneous | AID 2718, 2010 | recombinant HDAC3, fluorogenic peptide/trypsin coupled | inhibition, % at 8.3 µM | 0.15% of 320,000 active | Histone deacetylase 3 (Homo sapiens), O15379; in the data active means inhibition above about 26%, passing the limit was not always enough; inconclusive means no clear call, values can overlap the other calls
RGS4 act – RGS4 potentiators or activators, primary screen, cell-based, HEK293 M3R inducible RGS4, calcium flux; carbachol calcium flux Fluo4; stronger effect = lower value; B-score at 10 µM; 0.92% of 310,000 active;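 active means B-score of the integrated calcium signal more than 4 SD below the library mean, with starting fluorescence not abnormally high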;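 further: negative B-score means reduced calcium response which marks RGS4 activation or potentiation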
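test system = M3R-expressing HEK293 line, RGS4 induced by doxycycline | probe or stimulus = carbachol at ECmax as muscarinic agonist stimulus | timing = dye loading 30 min 37 °C, buffer rest 30 min RT | signal = calcium dye Fluo4 fluorescence | evaluation = B score from integrated fluorescence ratio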
SKKanGAS inh – S. pyogenes SKKanGAS growth inhibitors in kanamycin, primary screen, streptokinase expression inhibitor project, SKKanGAS strain, BacTiter-Glo luminescence; 6 h; inhibition, % at 7.5 µM; 1.3% of 300,000 active; AID 1662, 2009;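 active means mean replicate score, as percent of positive control median, at least 50; inconclusive means mean below 50 but one replicate at or above 50; inactive means mean and every replicate below 50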;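 further: strain carries kanamycin resistance gene driven by streptokinase promoter and grows in 40 µg/ml kanamycin; loss of luminescence reflects streptokinase promoter inhibition or plain growth inhibition; 0% = median of DMSO wells and 100% = positive control at its reference dose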
KCNQ1 block – inhibitors of human KCNQ1 channel, primary screen, cell-based, thallium flux, high-throughput; CHO-K1 KCNQ1, FluxOR thallium flux fluorescence; stronger effect = higher value; B-score at 10 µM; 1.3% of 310,000 active; AID 2642, 2010;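 active means compounds whose thallium flux B-score, printed positive for inhibition, exceeds three library SD while starting fluorescence stays within three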;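 further: channel opened by potassium depolarization with thallium stimulus after 20 min compound exposure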
hERG rescue – hERG rescue from dofetilide block, primary screen, cell-based, CHO-hERG, FluxOR thallium flux, dofetilide IC70; Voltage-gated inwardly rectifying potassium channel KCNH2 (Homo sapiens), Q12809; dofetilide IC70 present; activation (rescue from dofetilide block), less the hit threshold, % at 10 µM; 0.51% of 310,000 active;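 active means activation above the mean of controls blocked by dofetilide plus 5 SD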;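 further: thallium influx through hERG after potassium depolarization seen as dye fluorescence rise; in these data hits start at about 4.7%; inactives centre near -7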
TMEM16A inh – TMEM16A chloride channel inhibitors, primary screen, cell-based, HTS | Anoctamin-1 (Mus musculus), Q8BHY3 | normalized B-score (activity score, 25-100; higher = stronger inhibition) at 10 µM | 1.2% of 310,000 active | HEK293 TMEM16A/YFP iodide influx fluorescence, ionomycin;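 active means ratio plate-corrected score three or more library SD toward inhibition, starting fluorescence score within five deviations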;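 further: score derived from kinetic fluorescence span divided by baseline fluorescence per well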
TMEM16A act – TMEM16A chloride channel activators or potentiators, primary screen, cell-based, HTS; HEK293 TMEM16A/YFP-H148Q/I152L, iodide quench fluorescence; stronger effect = lower value; AID 623877, 2012; 0.3% of 340,000 active; Anoctamin-1 (Mus musculus), Q8BHY3; B-score at 10 µM;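 active means fluorescence-ratio B-score plate-corrected deviation score at least 3 library SD below zero, with starting fluorescence score within 5 deviations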;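 further: channel opened by trigger with iodide after compound preincubation; score built on the fluorescence ratio of max minus min over baseline; more negative score means more quench and so TMEM16A activation or potentiation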
Numbers without * were called inactive; i = inactive; ? = inconclusive; nt = not tested or not shown.

SMILES	KCNK9 block	KCNK3 inh	KCNQ1 act	RGS4 inh	HDAC3 inh	RGS4 act	SKKanGAS inh	KCNQ1 block	hERG rescue	TMEM16A inh	TMEM16A act
O=C(NCC(c1ccco1)N1CCCCC1)c1ccc2c(c1)S(=O)(=O)c1ccccc1C2=O (configuration not stated)	i	i	i	i	-5	i	4	i	-8	i	i
CCCSc1ccc(C(=O)Nc2ccc(Cl)cc2)cn1	i	i	i	i	-3	i	-3	i	-4	i	i
CCN(CC)S(=O)(=O)c1ccc(OC)c(NC(=O)Cn2cnc3c2c(=O)n(C)c(=O)n3C)c1	i	i	i	i	3	i	-7	i	-14	i	i
COc1ccc(OCC(O)CN(CC(O)COc2ccc(OC)cc2)c2cccc(O)c2)cc1 (configuration not stated)	i	i	i	i	4	i	3	i	-14	i	i
Cc1ccccc1CN(c1ccc(C(=O)NCc2cccnc2)cc1)S(C)(=O)=O	i	i	i	i	4	i	-1	i	-2	i	i
Cc1ccc(NC(=O)C2CC2c2ccccc2)c([N+](=O)[O-])c1 (configuration not stated)	i	i	i	i	4	i	10	i	-4	i	i
CCOC(=O)c1ccccc1NC(=O)CSc1nnc(Cc2cccn2C)n1-c1ccc(C)cc1	i	i	i	i	0	i	12	i	-14	i	i
O=C(NC(c1ccccc1)c1ccccc1)c1ccc(=O)[nH]n1	i	i	i	i	3	i	-3	i	-7	i	i
CC(C)(C)n1nc2c(c1NC(=O)COc1ccc(F)cc1)CS(=O)(=O)C2	i	i	i	i	2	i	12	i	-9	i	i
COc1ccc(CNCC(O)COc2ccc(C(C)(C)c3ccccc3)cc2)cc1 (configuration not stated)	i	i	i	i	1	i	5	i	-27	25*	i
O=c1c2ccccc2nc2n1CCCCC2	i	i	i	i	?	i	6	i	-11	i	i
CC(=O)C1=C(C)N(CC2CC2)C(=O)N[C@H]1c1ccccc1	i	i	i	i	3	i	7	i	-4	i	i
CCOc1ccc(S(=O)(=O)N2CCN(C(=O)c3ccccc3Cc3ccccc3)CC2)cc1	i	i	i	i	6	i	-4	i	-10	i	i
O=C(OCCN=C1NS(=O)(=O)c2ccccc21)c1ccco1	i	i	i	i	-1	i	-4	i	-9	i	i
O=C(NCCNC(=O)c1cnccn1)c1ccc(Cl)cc1	i	i	i	i	-5	i	-17	i	-6	i	i
COc1ccc(CCNc2nc(N3CCOCC3)nc(N3CCOCC3)n2)cc1OC	i	i	i	i	-2	i	-4	i	-4	i	i
Cc1ccc(N2CC(C(=O)NCCS(=O)(=O)N3CCN(c4ccccc4)CC3)CC2=O)cc1C (configuration not stated)	i	i	i	i	2	i	-2	i	-6	i	i
CCS(=O)(=O)N1CCC(C(=O)NCCCOC)CC1	i	i	i	i	0	i	-7	i	2	i	i
CCCCOc1ccc(CSc2ncn[nH]2)cc1	i	i	i	i	5	i	-6	i	-2	i	i
CCCCN(CCCC)CC(O)CN(c1cc([N+](=O)[O-])ccc1OC)S(=O)(=O)c1ccccc1 (configuration not stated)	i	i	i	i	5	i	0	i	-15	i	i
O=C(NC1CCCCC1)N(Cc1cc2cc3c(cc2[nH]c1=O)OCCO3)C1CCCCC1	i	i	i	i	-3	i	2	i	-8	i	i
COc1cc(NS(=O)(=O)c2ccc(NC(=O)c3ccc(S(=O)(=O)N4CCCC4)cc3)cc2)ncn1	i	nt	i	i	-5	i	6	i	-6	i	nt
CN(C)S(=O)(=O)c1ccc(NC(=O)CCNC(=O)c2ccc([N+](=O)[O-])cc2)cc1	i	i	i	i	-6	i	-9	i	0	i	i
COc1ccc(C(=O)COC(=O)CNC(=O)c2cc(OC)cc(OC)c2)cc1	i	i	i	i	-2	i	-15	i	-9	i	i
Cc1ccc2ccc[n+](Cc3ccccc3)c2c1	i	i	i	i	-3	i	-1	i	-6	i	i

Other compounds:
SMILES	KCNK9 block	KCNK3 inh	KCNQ1 act	RGS4 inh	HDAC3 inh	RGS4 act	SKKanGAS inh	KCNQ1 block	hERG rescue	TMEM16A inh	TMEM16A act
COc1ccc(N2C(=O)CC(SCc3ccc(Cl)cc3)C2=O)cc1 (configuration not stated)	i	i	i	i	1	i	13	i	-6	i	i
O=c1ccc2cc3c4c(c2o1)CCCN4CCC3	i	i	i	i	-26	-7.4*	1	i	-48	i	i
Cn1nc(C(F)(F)F)c(/C=N/OCc2c(Cl)cccc2Cl)c1Cl	i	i	i	i	6	i	-10	i	-16	i	i
NC(=O)c1cc2nc(-c3ccco3)cc(C(F)(F)F)n2n1	i	i	i	i	0	i	-1	i	-4	i	i
COc1ccc(NC(=S)NC(=O)CC(C)C)c(OC)c1	i	i	i	i	-2	i	0	i	-6	i	i
CC(OC(=O)c1ccc2c(c1)S(=O)(=O)c1ccccc1C2=O)C(N)=O (configuration not stated)	i	i	i	i	-9	i	3	i	-6	i	i
CCCc1[nH]n(-c2nc3ccccc3s2)c(=O)c1C=NCC(C)C	i	i	i	i	11	i	3	i	-9	i	i
O=C(Cc1n[nH]c(=O)c2ccccc12)N/N=C/c1cc2c(cc1Cl)OCO2	i	i	i	i	0	i	11	i	-8	i	i
O=C(COc1ccc2ccccc2c1Br)N1CCCCC1	i	i	i	i	1	i	0	i	-7	i	i
CC1CCCN(S(=O)(=O)c2ccc3[nH]c4c(c3c2)CCCC4)C1 (configuration not stated)	i	i	i	i	6	i	0	12*	-5	i	i
Cc1ccc(S(=O)(=O)N2CCOCC2)c2nsnc12	i	i	i	i	0	i	0	i	-1	i	i
CCCOc1ccc(C(CC(=O)O)NC(=O)c2cccs2)cc1 (configuration not stated)	i	i	i	i	4	i	5	i	-13	i	i
Cc1cc(=O)oc2cc(NC(=O)Cc3ccccc3)ccc12	i	i	i	i	-7	i	1	i	-8	i	i
Cc1ccc(OCc2nc3ccccc3[nH]2)cc1	i	i	i	i	-3	i	-1	i	-6	i	i
COc1cc(CNC2CCCCCC2)cc(OC)c1O	i	i	i	i	2	i	-13	i	2	i	i
CSc1ccc2[nH]c(=O)cc(C)c2c1	i	i	i	i	-10	i	2	i	-3	i	i
CCN(CC)S(=O)(=O)c1ccc(N2CCCC2)c(NC(=O)Cc2c(F)cccc2Cl)c1	i	i	i	i	9	i	0	i	-7	i	i
Cc1nc2oc3c(NCc4ccccn4)ncnc3c2c2c1COC(C)(C)C2	i	i	i	i	-50	i	-2	i	-18	i	i
N#CC1CC(c2ccccc2)Nc2cc(Cl)ccc2N1 (configuration not stated)	i	i	i	i	3	i	4	i	-4	i	i
COCC(C)n1c(SCc2nc(N)nc(Nc3ccccc3C)n2)nc2ccccc2c1=O (configuration not stated)	i	i	i	i	2	i	7	i	-5	i	i
CCOC(=O)N1CCN(C(=O)CN(C)S(=O)(=O)c2ccc(OC)c(OC)c2)CC1	i	i	i	i	1	i	nt	i	-4	i	i
O=C(/C=C/c1ccc(N2CCCCC2)c([N+](=O)[O-])c1)c1ccc(S(=O)(=O)N2CCCC2)cc1	i	i	i	i	3	i	3	i	-6	i	i
Nc1ccc(C(=O)Nc2ccc3nc(-c4ccncc4)[nH]c3c2)cc1	i	i	i	i	8	i	-17	i	-13	i	i
Cc1cc(F)ccc1S(=O)(=O)Nc1ccccc1C(=O)Nc1ccccc1-c1nc2ccccc2[nH]1	i	i	i	i	-12	i	58*	i	-7	i	i
Cc1oc2cc3oc(=O)c(CCC(=O)NCCCn4ccnc4)c(C)c3cc2c1C	i	i	i	i	0	i	-1	i	-12	i	i

Later entries
SMILES	KCNK9 block	KCNK3 inh	KCNQ1 act	RGS4 inh	HDAC3 inh	RGS4 act	SKKanGAS inh	KCNQ1 block	hERG rescue	TMEM16A inh	TMEM16A act
Cc1cccc(OCC(=O)NNC(=O)Nc2cccc(Cl)c2)c1C	i	i	i	i	1	i	-6	i	-6	i	i
COc1cccc(/C(C)=N/N=C(\C)c2cccc(OC)c2)c1	-14*	i	i	i	0	i	23	i	-6	i	i
CCOc1ccc2[nH]c(=O)c(CN(CCN3CCOCC3)Cc3nnnn3C(C)(C)CC)cc2c1	i	i	i	i	-5	i	-2	i	2	i	i
O=C(NC1CCCc2ccccc21)C1CCN(S(=O)(=O)c2cccc3nonc23)CC1 (configuration not stated)	i	i	i	i	5	i	7	i	-6	i	i
CC(=O)c1cccc(N(C(=O)c2ccco2)C(C(=O)NC2CCCC2)c2ccccc2F)c1 (configuration not stated)	i	i	i	i	1	i	5	i	-10	i	i
CCOC(=O)CN1C(=O)N[C@@H](c2cccc(C(F)(F)F)c2)[C@H](C(C)=O)[C@H]1C	i	i	i	i	-12	i	3	i	-2	i	i
CC(C)(C)c1cc(C(=O)NCCCn2ccnc2)cc(C(C)(C)C)c1	i	i	i	i	4	i	-2	i	-7	i	i
CCOc1ccc(N(CC)S(=O)(=O)c2ccc3c(c2)oc(=O)n3C)cc1	i	i	i	i	5	i	1	i	-8	i	i
CCN(CC)C(=O)CSc1nc2c(c(-c3cccnc3)c1C#N)CCCC2	i	i	i	i	5	i	3	i	-10	i	i
CNC1(c2nnnn2-c2c(C)cccc2C)CCOC(C)(C)C1 (configuration not stated)	i	i	i	i	-2	i	2	i	-15	i	i
Cc1cc(C)cc(N2C(=O)C3NN=C(C(=O)OCc4ccccc4)C3C2=O)c1 (configuration not stated)	i	i	i	i	6	i	-1	i	-8	i	i
CCC(NC(=O)c1cccc(Cn2nc(C)c([N+](=O)[O-])c2C)c1)c1ccc(C(C)C)cc1 (configuration not stated)	i	i	i	i	5	i	6	i	-8	i	i
O=c1c2cc(N3CCOCC3)ccc2[nH]c(=S)n1CCc1ccccc1	i	i	i	i	-6	i	84*	i	-10	i	i
CS(=O)(=O)N1CCN(C(=O)COc2ccc3ccccc3c2)CC1	i	i	i	i	nt	i	-1	i	-11	i	i
CCOc1cc(CNCCc2ccccc2)ccc1OCC(=O)NC(C)(C)C	i	i	i	i	?	i	4	i	-7	i	i

Bioassay records: PubChem BioAssay, several laboratories
